Source: PubChem BioAssay (several laboratories)
MBD2 DNA inh: blocks human MBD2 binding to methylated DNA | inhibition, % at 4.4 µM | TR-FRET, MBD2 binding to methylated oligonucleotide | 0.31% of 370,000 active | Q9UBB5; in the data active means inhibition above about 13%
SIAE primary: blocks human sialic acid acetylesterase; Q9HAT2; SIAE FP-Rh probe binding, fluorescence polarization; inhibition, % at 9.66 µM; 0.69% of 370,000 active;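 active means inhibition above a cutoff: mean of compounds within the control limits plus 3 SD of those, cut at about 17% in these data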;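 further: 0% = plate median of compound wells and 100% = probe without SIAE protein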
rCAG binder: molecules binding r(CAG) RNA repeats | r(CAG) RNA repeat, TO-PRO-1 dye displacement fluorescence | inhibition, % at 3 µM | 1.3% of 370,000 active | AID 651821;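 active means inhibition above the plate cutoff, the mean of all test compounds on that plate plus 3 SD, cut at about 35% in these data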;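 further: 0% = DMSO alone and 100% = 100 µM mitoxantrone as full dye displacement; higher means more dye released from RNA so lower well fluorescence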
NPR2 activator: GC-B (human) receptor activation; activation, % at 10 µM; P20594; HEK293-GC-B cells, CNP EC30, cGMP TR-FRET; 0% at EC30 CNP, 100% saturating CNP; 0.11% of 370,000 active; AID 1920062;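 active means activation at 10 µM reaching about 35% in either raw or pattern-adjusted values, limit read from the data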
TDP2 absorb: blocks human TDP2 phosphodiesterase activity; O95551; recombinant TDP2, T5PNP hydrolysis, p-nitrophenol absorbance 415 nm; inhibition, % at 12.8 µM; 0.34% of 370,000 active; AID 720702;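 active means inhibition above the mean of all tested compounds plus 3 SD, set per campaign, cut at about 25% in these data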;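 further: 0% = DMSO with enzyme and 100% = buffer with substrate but no TDP2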
Target sequence (O95551 whole entry, looked up): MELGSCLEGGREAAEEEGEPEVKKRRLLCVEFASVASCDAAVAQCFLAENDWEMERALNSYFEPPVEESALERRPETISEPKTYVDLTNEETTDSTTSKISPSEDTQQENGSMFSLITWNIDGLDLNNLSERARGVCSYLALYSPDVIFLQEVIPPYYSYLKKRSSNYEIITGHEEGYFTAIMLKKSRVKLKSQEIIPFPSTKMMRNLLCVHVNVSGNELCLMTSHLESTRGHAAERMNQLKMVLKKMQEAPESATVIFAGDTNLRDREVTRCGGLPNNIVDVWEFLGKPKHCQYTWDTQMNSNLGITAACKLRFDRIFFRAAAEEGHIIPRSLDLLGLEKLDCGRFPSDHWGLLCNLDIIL
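Assay system: Recombinant human TDP2 | Quantity: 120 nM TDP2 per well | Incubation: 2 h at 37 °C | Signal: Epi absorbance | Evaluation: Percent inhibition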
LEDGF integ inh: blocks HIV-1 LEDGF/p75-dependent DNA integration. TR-FRET IN-LEDGF/p75 DNA integration, Eu/Cy5. inhibition, % at 3.7 µM. 0.64% of 370,000 active;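 active means inhibition above the screen-wide mean plus 3 SD, cut at about 13% in these data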;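 further: signal is the Cy5 over europium emission ratio at 671 and 618 nm; 0% = plate median of compound wells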
TCR CD3 inh: human TCR-CD3 binding inhibition; 0.37% of 360,000 active; AID 651800; inhibition, % at 9.4 µM; TAMRA-labeled TCR probe fluorescence, biochemical; in the data active means inhibition above about 19%;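 further: recombinant mutant TCR 2C K166C tagged with TAMRA read by polarization; 0% = receptor in buffer alone and 100% = receptor with positive control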
mABHD4 FP: ABHD4 (mouse) inhibition, primary FP screen; Q8VD66; purified mABHD4, FP-Rh probe fluorescence polarization; inhibition, % at 8.92 µM; 0.54% of 370,000 active;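 active means inhibition exceeding the mean over every tested compound plus 3 SD, cut at about 30% in these data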;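 further: 0% = plate median of compound wells and 100% = S159A mutant with DMSO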
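Test system: mABHD4 protein | Buffer or medium: HEPES pH 7.0 buffer, 150 mM NaCl, 0.01% Pluronic F-127 | Probe or stimulus: FP-Rh fluorescent activity-based probe, added after compound pre-incubation | Timing: Pre-incubation 45 min, probe exposure 60 min, at 25 °C | Technique: Fluorescence polarization, excitation 525 nm, emission 598 nm, BODIPY TMR filters | Repeats: Single well per compound (singlicate)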
HTRA1 inhibitor: inhibitors of human serine peptidase HTRA1. Q92743. recombinant HTRA1, FP-rhodamine activity-based probe, fluorescence polarization. inhibition, % at 5.96 µM. 0.5% of 340,000 active. AID 504803; in the data active means inhibition above about 36%;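 further: 0% = enzyme with DMSO and 100% = wells lacking enzyme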
Target sequence (Q92743 whole entry, looked up): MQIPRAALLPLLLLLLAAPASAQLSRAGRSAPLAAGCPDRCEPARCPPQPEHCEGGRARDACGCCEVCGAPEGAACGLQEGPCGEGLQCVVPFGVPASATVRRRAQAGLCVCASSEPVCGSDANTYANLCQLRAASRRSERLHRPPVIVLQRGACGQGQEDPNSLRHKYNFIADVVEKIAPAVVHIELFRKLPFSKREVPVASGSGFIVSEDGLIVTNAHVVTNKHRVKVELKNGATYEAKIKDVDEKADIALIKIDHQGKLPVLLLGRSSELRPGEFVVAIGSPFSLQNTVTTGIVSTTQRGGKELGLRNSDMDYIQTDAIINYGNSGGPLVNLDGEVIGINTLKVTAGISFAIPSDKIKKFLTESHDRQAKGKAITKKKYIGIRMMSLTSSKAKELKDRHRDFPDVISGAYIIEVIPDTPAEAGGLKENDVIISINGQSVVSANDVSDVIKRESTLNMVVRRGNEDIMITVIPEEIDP
PRMT1 inh: PRMT1 (human) inhibition, primary screen | inhibition, % at 2.79 µM | 1.3% of 370,000 active | Q99873 | recombinant PRMT1, activity-based probe fluorescence polarization;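 active means inhibition above about 21% made by adding two undisclosed values, limit read from the data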
* marks the source's active call; other numbers are inactive results; nt = not tested or not shown.

SMILES	MBD2 DNA inh	SIAE primary	rCAG binder	NPR2 activator	TDP2 absorb	LEDGF integ inh	TCR CD3 inh	mABHD4 FP	HTRA1 inhibitor	PRMT1 inh
O=C(COc1cc(Cl)ccc1Cl)Nc1ccc2[nH]c(=O)[nH]c2c1	-5	16	7	-2	8	-2	-4	-18	4	3
CC(C)CCNS(=O)(=O)c1ccc(-c2ccc(S(=O)(=O)NCCC(C)C)cc2)cc1	-6	1	-1	2	3	1	6	3	-5	-1
C=CCN1CCc2c(cc(O)c(O)c2Br)[C@@H](c2ccccc2)C1	2	-3	9	-2	2	-8	6	15	51*	3
O=C1NC(=Nc2ccccc2)CS1	5	-3	2	-5	-5	2	-6	3	6	1
Cc1cc2c(s1)c1cnn(-c3ccccc3)c(=O)c1n2C	0	0	0	-4	-2	-2	-6	1	1	-3
Cn1c(CNc2cccc(C(F)(F)F)c2)n[nH]c1=S	3	10	-3	-3	3	2	-2	-1	-3	1
CN(CCNC(=O)CN1C(=O)CSc2ccc(S(=O)(=O)N3CCCC3)cc21)Cc1ccccc1	1	5	-8	5	5	7	0	-6	8	-6
CCOC(=O)C1CCN(CC(=O)Nc2cc(S(=O)(=O)N3CCCCC3)ccc2Cl)CC1	-4	-9	-8	1	-4	-2	6	-1	-14	-1
CCN1CCN(c2c(Cl)cccc2NC(=O)c2ccc([N+](=O)[O-])cc2)CC1	1	6	-6	1	1	6	9	3	12	-9
COc1ccc(C2NC(=O)NC(O)(C(F)(F)F)C2C(=O)c2ccc(F)cc2)cc1 (stereo unspecified)	3	-2	-2	-14	-7	-2	-1	-4	-2	4
Cc1noc(C)c1S(=O)(=O)N(C)C[C@H]1Oc2c(cccc2N(C)C)C(=O)N([C@H](C)CO)C[C@@H]1C	-1	-1	-1	-1	3	2	-1	2	6	-1
c1coc(-c2ccnc3ncnn23)c1	-1	4	1	6	2	-1	12	0	-1	-3
CCOCCCn1c(SCC(=O)NC(C)C)nc2ccccc2c1=O	1	-3	-3	0	7	1	7	0	8	-3
O=C(NCCCN1CCN(c2ccc(F)cc2)CC1)c1cccc(N2CCCC2=O)c1	-2	8	2	-3	7	1	-1	2	6	-5
Cc1c(N(C)C(=O)c2ccc3c(c2)OCO3)c(=O)n(-c2ccccc2)n1C	0	2	-1	4	10	-1	-4	5	-3	-1
CCOC(=O)N1CCN(S(=O)(=O)c2ccc3c(c2)SCC(=O)N3)CC1	3	2	-3	-2	5	-3	1	11	-5	-2
OC1(c2ccccc2)Cc2cccc[n+]2C1c1ccccc1 (stereo unspecified)	7	6	0	7	-1	-1	-10	-2	5	2
O=C(CSc1nnc(CCc2ccccc2)n1-c1ccc(Cl)cc1)c1ccccc1	3	0	-2	-2	-10	4	1	0	-56	-2
Cc1ccc(-c2csc(NC(=O)CN3C(=O)CCC3=O)n2)cc1	6	-1	3	4	4	3	-11	-8	8	4
C=CCOC(=O)C1=C[C@@H](c2ccc(Br)cc2)[C@H](CCCO)[C@@H](OCC)O1	-1	9	-9	-19	3	0	1	-2	-6	-2
CCN(CC)S(=O)(=O)c1ccc(C(=O)Nc2cc(C)cc(C)c2)cc1	5	-9	-3	4	-8	-2	-6	-8	-16	-1
O=C(NCc1csc(-c2cccs2)n1)C1CCCCC1	-1	1	-4	0	-14	3	-1	-4	-2	-6
CC(OC(=O)CCCN=C1NS(=O)(=O)c2ccccc21)C(=O)c1ccccc1 (stereo unspecified)	-7	1	0	-4	0	9	3	1	-3	-8
CC(C)(C)NC(=O)C(c1ccncc1)N(C(=O)Cn1nnc(-c2ccc(F)cc2)n1)c1ccccc1F (stereo unspecified)	3	-2	-4	-15	4	2	9	5	9	-1
Nc1nc(SCC(=O)NC2CCCCC2)n[nH]1	0	-4	2	2	-7	4	-4	8	-5	-1
CN(CC(=O)Nc1cccc(F)c1)C(=O)c1ccc2c(c1)S(=O)(=O)N=C1CCCCCN12	-1	-8	3	5	-4	4	6	2	6	0
COCCNC(=O)C1(C)CCCN(C(=O)c2ccc(F)cc2Cl)C1 (stereo unspecified)	-2	4	1	5	1	-4	6	2	nt	-1
Cc1ccc(F)cc1NC(=O)CCc1c(C)[nH]c(=O)c(C#N)c1C	2	-2	0	-8	1	-5	-2	-1	-2	3
COc1ccc(C#Cc2c(-c3ccccc3OC)oc3ccccc23)cc1	-3	2	2	-4	6	-3	4	-8	nt	1
CCOC(=O)c1ccc(P(=O)(c2ccccc2)c2ccccc2)cc1	-4	-3	-7	3	12	3	10	-9	0	1

Some entries already given, showing only LEDGF integ inh and MBD2 DNA inh.
Compound | LEDGF integ inh | MBD2 DNA inh
O=C(CSc1nnc(CCc2ccccc2)n1-c1ccc(Cl)cc1)c1ccccc1 | 4 | 3
OC1(c2ccccc2)Cc2cccc[n+]2C1c1ccccc1 (stereo unspecified) | -1 | 7

Additional results:
SMILES	MBD2 DNA inh	SIAE primary	rCAG binder	NPR2 activator	TDP2 absorb	LEDGF integ inh	TCR CD3 inh	mABHD4 FP	HTRA1 inhibitor	PRMT1 inh
CCn1c(CN2CCOCC2)nnc1SCC(=O)Nc1ccc(C(C)=O)cc1	1	4	-7	7	5	-2	-2	7	4	0
CC(C)(C)c1cc(P(=O)(c2ccccc2)c2ccccc2)ccc1O	3	6	-9	-3	12	-1	-4	0	-9	0
COc1ccc(/C=C(\C#N)C(=O)NC2CCS(=O)(=O)C2)cc1OC (stereo unspecified)	-1	9	-3	2	-3	0	-9	-2	15	2
CCC(c1nnnn1-c1ccc(OC)cc1)N1CCN(C/C=C/c2ccccc2)CC1 (stereo unspecified)	-2	2	0	0	-1	2	-4	-7	nt	5
COc1ccc(NC(=O)CN(C)C(=O)c2ccc3[nH]c4c(c3c2)CC(C)CC4)cc1 (stereo unspecified)	2	12	3	-1	2	-5	-4	8	-7	0
Cc1cc(C)cc(N(CCC#N)C(=O)COC(=O)CCc2c[nH]c3ccccc23)c1	6	4	0	-3	-8	1	-1	-10	0	-2
CC1CC(C)CN(CCCNC(=O)C2CCN(S(=O)(=O)N3CCCCC3)CC2)C1 (stereo unspecified)	3	0	-6	4	2	3	1	-3	5	-3
Cc1cn([C@H]2C[C@H](O)[C@@H](CNCc3ccccc3OCCCN3CCOCC3)O2)c(=O)[nH]c1=O	-2	-2	-1	-1	-4	5	7	-2	3	-3
Oc1c(N=Nc2nn[nH]n2)ccc2ccccc12	-12	25*	47*	-6	26*	14*	37*	26	nt	35*
COc1cc(CNc2nc3ccccc3s2)cc(OC)c1OC	2	6	-6	-1	-9	5	-5	-3	-4	-2
O=C(c1cc(-c2ccncc2)nc2ccccc12)N1CCN(c2ccc(N3CCOCC3)nn2)CC1	-6	8	-4	-8	3	3	-1	0	10	-4
CCc1ccc(-c2c(C)sc(NC(=O)C3CCC3)c2C#N)cc1	4	2	-1	4	5	-5	1	4	8	-3
Cc1c(N/C(=N/S(=O)(=O)c2ccc(F)cc2)c2ccccc2)c(=O)n(-c2ccccc2)n1C	-6	3	-6	0	9	-1	9	6	-5	-4
c1ccc(NC2=NCCN2CC2CCCCC2)cc1	-8	0	2	1	7	3	-6	-2	4	0
CCc1ccc2oc(=O)cc(CN3CCN(Cc4ccccc4)CC3)c2c1	5	-1	-5	-10	-6	2	1	8	-5	-5

Laid out differently: entries from further up
structure,MBD2 DNA inh,SIAE primary,rCAG binder,NPR2 activator,TDP2 absorb,LEDGF integ inh,TCR CD3 inh,mABHD4 FP,HTRA1 inhibitor,PRMT1 inh
c1ccc(NC2=NCCN2CC2CCCCC2)cc1,-8,0,2,1,7,3,-6,-2,4,0
CCc1ccc2oc(=O)cc(CN3CCN(Cc4ccccc4)CC3)c2c1,5,-1,-5,-10,-6,2,1,8,-5,-5

(next part)
SMILES	MBD2 DNA inh	SIAE primary	rCAG binder	NPR2 activator	TDP2 absorb	LEDGF integ inh	TCR CD3 inh	mABHD4 FP	HTRA1 inhibitor	PRMT1 inh
Nc1nonc1-n1nnc(C(=O)N/N=C/c2cccnc2)c1CSc1ccccc1	-2	-8	1	6	-15	2	8	8	-8	0
Cc1ccc(C2(c3noc(CN(C)CCCN4CCOCC4)n3)CCCC2)cc1	-2	2	-7	-22	-7	7	8	-1	nt	-3
COc1ccc(S(=O)(=O)N2CCCCC2C(=O)O)cc1OC (stereo unspecified)	3	-4	5	3	4	4	-3	-2	4	4
CC(=O)Nc1ccc(S(=O)(=O)N(C)C2CCN(C)CC2)cc1	4	-2	2	2	19	0	5	7	13	-4
CCOC(=O)N1CCN(C(=O)c2ccccc2NC(=O)COc2ccccc2C)CC1	-3	5	1	-2	1	-2	-1	-6	-2	1
COC(=O)c1ccccc1NC(=S)NC(=O)COc1ccc(C(C)C)cc1	1	-10	-1	-2	-6	-1	4	-8	-17	1
COc1ccc(NC(=O)CN(C)C(=O)c2c(C)nn(-c3ccccc3)c2Cl)cc1	1	-2	0	3	-8	-1	2	6	-6	1
C=CCN1CCN(C(=O)c2ccc3c(c2)OCO3)CC1	-2	-3	-1	6	-3	-4	-3	8	-1	1
Cc1nc(NS(=O)(=O)c2cccc([N+](=O)[O-])c2)sc1C(C)(C)C	4	-2	21	1	-4	-3	1	1	-1	1
COc1ccc(C(=O)Nc2ncc(C)s2)cc1S(=O)(=O)N1CCCC1	0	6	-2	3	11	-2	4	2	-3	0
COCCCN(Cc1ccccn1)S(=O)(=O)Cc1ccccc1	2	-9	-3	2	3	1	-7	3	-9	0
CCC(C)n1c(SCc2ccc([N+](=O)[O-])cc2)nc2ccsc2c1=O (stereo unspecified)	3	7	1	-5	7	-1	-6	-9	-22	-4
c1ccc(CCn2nnnc2C(c2cccnc2)N2CCOCC2)cc1 (stereo unspecified)	4	-1	-4	1	-13	-2	5	-2	1	-1
CN1CCN(C(=O)CCc2ncc(C(F)(F)F)cc2Cl)CC1	3	-2	-3	-4	-6	-8	-6	-4	-1	3
O=C(CCC1CCCCC1)NCCN1C2=NC[C@H](Cc3ccccc3)N2C[C@H]1Cc1ccc(O)cc1	5	5	8	0	-1	1	-10	-6	0	0
COCCN1CCN(c2c(C)c(C)nc3cc(-c4cccc(OC)c4)nn23)CC1	3	-7	2	0	-10	0	-4	0	-4	-1
CC(C)Oc1ccc(C(CC(=O)O)NC(=O)CSc2ncn[nH]2)cc1 (stereo unspecified)	2	-3	0	-4	0	-1	3	3	6	0
COc1ccc(NC(=O)N2CCCCCC2)cc1OC	3	10	-3	-1	1	-1	-5	-2	-1	-4
O=C(Nc1ccccc1C(=O)N1CCCCC1)c1cc(F)c(F)cc1Cl	-3	0	-3	-1	12	1	16	6	-4	-1
Cc1cccc(S(=O)(=O)NCCC(=O)OCC(=O)Nc2ccc(C#N)cc2)c1	5	-9	3	4	17	-1	1	6	1	1
COc1ccc(OC)c(/C=C(\NC(=O)c2ccccc2)C(=O)N/N=C/c2ccc(C)s2)c1	-1	-6	10	-4	-12	2	10	1	19	-2
CSc1nc(NCCCN(C)C)c2c3c(sc2n1)CN(C)CC3	4	-7	8	-5	-16	-5	0	3	nt	0
NC(=O)NCC1CC1	3	-4	3	4	-7	0	0	2	1	1
O=C1CCN(Cc2ccccc2)CCN1[C@H](COc1ccccc1)Cc1ccccc1	-2	3	-9	-6	-7	-1	-8	1	-17	-2
O=C(COc1ccc(Cl)cc1)Nc1c(-c2cccs2)nc2ccccn12	0	-4	5	-2	2	0	-2	11	-1	-4

These rows are one share of the data (hit frequency here may not be typical).
